KDM5B inh – inhibitors of human KDM5B histone demethylase. Q9UGL1. KDM5B demethylase, FDH-coupled NADH fluorescence (FDH is formaldehyde dehydrogenase). Potency, µM (series often up to 57.7 µM), without a hit: at the highest dose activity change, negative = inhibition, actives largely listed as inhibitors. hit rate 2.6% among 220,000. AID 1347165; active = well fitted inhibition curve with a large enough effect; inconclusive = small, poorly fitted or top-dose-only effect; inactive = no such curve, though single readings can be large or run the other way; also: 0% is about no effect; nearly all actives have a fitted effect of over 70% in size
Target sequence (Q9UGL1 whole entry, looked up): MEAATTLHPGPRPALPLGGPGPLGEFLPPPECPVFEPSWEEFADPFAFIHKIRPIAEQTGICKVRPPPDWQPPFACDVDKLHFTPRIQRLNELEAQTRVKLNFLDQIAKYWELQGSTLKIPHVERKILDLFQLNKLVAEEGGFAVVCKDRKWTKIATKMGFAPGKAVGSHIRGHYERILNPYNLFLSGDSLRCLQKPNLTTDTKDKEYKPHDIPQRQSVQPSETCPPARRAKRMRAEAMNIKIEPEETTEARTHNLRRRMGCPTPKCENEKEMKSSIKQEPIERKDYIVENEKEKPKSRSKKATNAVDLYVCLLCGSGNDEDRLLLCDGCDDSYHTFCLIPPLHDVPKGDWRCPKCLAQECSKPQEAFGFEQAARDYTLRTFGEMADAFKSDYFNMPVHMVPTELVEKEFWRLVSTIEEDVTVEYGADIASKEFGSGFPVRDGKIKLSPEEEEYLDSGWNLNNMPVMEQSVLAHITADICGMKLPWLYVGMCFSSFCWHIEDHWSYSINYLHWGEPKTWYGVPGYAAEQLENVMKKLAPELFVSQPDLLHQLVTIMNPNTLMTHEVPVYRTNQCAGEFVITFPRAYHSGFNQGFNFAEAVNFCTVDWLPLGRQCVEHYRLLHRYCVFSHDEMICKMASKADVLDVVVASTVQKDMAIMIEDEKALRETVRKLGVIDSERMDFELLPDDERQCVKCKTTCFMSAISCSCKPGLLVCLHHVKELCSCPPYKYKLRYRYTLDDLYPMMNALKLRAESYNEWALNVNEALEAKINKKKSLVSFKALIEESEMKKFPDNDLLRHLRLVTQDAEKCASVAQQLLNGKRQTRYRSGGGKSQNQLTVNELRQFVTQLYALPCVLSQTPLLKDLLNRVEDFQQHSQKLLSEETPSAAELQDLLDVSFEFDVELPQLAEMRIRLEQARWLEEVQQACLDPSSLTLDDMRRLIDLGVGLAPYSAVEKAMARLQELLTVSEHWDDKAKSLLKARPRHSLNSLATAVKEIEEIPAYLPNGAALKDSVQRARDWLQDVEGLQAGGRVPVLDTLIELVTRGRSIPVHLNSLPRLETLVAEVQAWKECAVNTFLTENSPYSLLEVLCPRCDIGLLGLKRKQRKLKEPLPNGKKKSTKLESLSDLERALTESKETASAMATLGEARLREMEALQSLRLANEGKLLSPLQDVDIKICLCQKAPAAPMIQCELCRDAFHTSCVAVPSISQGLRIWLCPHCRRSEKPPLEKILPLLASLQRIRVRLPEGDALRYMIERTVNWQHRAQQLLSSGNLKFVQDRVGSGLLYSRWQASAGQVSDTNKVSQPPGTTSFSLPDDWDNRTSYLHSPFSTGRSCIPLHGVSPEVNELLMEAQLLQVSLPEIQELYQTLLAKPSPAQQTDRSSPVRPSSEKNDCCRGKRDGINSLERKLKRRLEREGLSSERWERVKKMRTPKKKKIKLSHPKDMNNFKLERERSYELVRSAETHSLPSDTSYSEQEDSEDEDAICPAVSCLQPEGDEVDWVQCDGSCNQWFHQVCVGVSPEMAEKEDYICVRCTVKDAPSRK
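KDM5BΔAP (200 nM final) in 50 mM HEPES pH 7.5, 0.01% Tween-20 was preincubated 10 min at RT with compound over a concentration range. Substrate mix (H3K4me3 12.5 µM, α-KG 25 µM, Fe²⁺, ascorbate, NAD⁺, FDH) was added, and NADH fluorescence change over 30 min gave dose-response curves.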
An asterisk follows results filed as active; i = inactive; ? = inconclusive; [ ] = another dose, or the depositor's remark. Potency is read from the fitted curve at half-maximal effect. The list is partial. The share of hits here may be higher or lower than overall.

SMILES	KDM5B inh
CCOc1nc2ccccc2nc1N1CCC(C(=O)Nc2ccc(OC)cc2OC)CC1	-1%
COCCc1noc([C@@H]2CN(C3CCCCCC3)C[C@H]2CO)n1	6%
C=CCC1(CO)CCCN(C(=O)CCCOc2ccccc2)C1 (configuration not stated)	-13%
CCOc1ccc(NC(=O)c2ccc(Cl)cc2Cl)c2cccnc12	6%
C[S+](=O)([O-])N1CCC2(CC1)CN(C(=O)Cc1ccc(O)cc1)Cc1ccccc1O2	-15%[115 µM]
C/C(=N/NC(=O)CNC(=O)c1ccncc1)c1ccc(Cl)cc1	19%
COc1cc(/C=N/NC(=O)C(=O)NCC2CCCO2)cc(Cl)c1O (configuration not stated)	7%
CSc1ccc(CCNC(=O)Cn2c(=O)c(=O)n(C)c3ccccc32)cc1	1%
COc1ccc2cc(C(=O)N3CCN(C(=O)N4CC5CC(C4)[C@H]4CCCC(=O)N4C5)CC3)[nH]c2c1 (some centres not stated)	-31%
O=C1CCC/C(=N/NC(=O)c2ccc(CSc3ccc(Cl)cc3)cc2)C1	-1%
Cc1nn(-c2ccccc2[N+](=O)[O-])c(C)c1[C@@H]1C=C[C@@H](NC(=O)Nc2cccc(C#N)c2)C1	4%
O=C(Nc1cccc(-c2nc3ccccc3o2)c1)c1cccs1	-16%
Cc1ccc(CC(=O)NCc2nnc3cc(-c4nc(C(C)C)no4)ccn23)cc1	25µM*
Cc1ccc(CN2CCNC(=O)C2CC(=O)N(C)C2CCCCC2)cc1 (configuration not stated)	?
O=c1[nH]nc2n1CCN(Cc1ccc(F)c(Br)c1)CC2	23%
CC(C)CCN1CCCC(c2nn(-c3ccccc3)c(=O)[nH]2)C1 (configuration not stated)	?
Cc1ccc(NC(=O)c2ncn(-c3ccccc3)n2)c(Cl)c1	?
COc1ccccc1OCC(=O)Nc1cccc2cccnc12	-5%
Cn1c(=O)c2c(ncn2Cc2csc(C(C)(C)C)n2)n(C)c1=O	13%
CCCn1cc(SCC(=O)Nc2cccc(C)c2)c2ccccc21	7%
Cc1ccc(OC2(C(=O)NCC3COc4ccccc4O3)CCNCC2)cc1 (configuration not stated)	24%
Cc1cc(C)cc(NC(=O)NCc2c(-n3cccc3)sc3c2CCCC3)c1	-15%
O=C(NC(c1ccccc1)c1ccccc1)C(=O)c1c[nH]c2ccccc12	10%
O=C(ON=C1CCCC1)c1ccc(Br)cc1	9%
N#Cc1nc(/C=C/c2ccc(F)cc2)oc1NC1CCCCC1	?
O=C1NCc2ccccc2CC12CCN(Cc1cccc3ccccc13)C2 (configuration not stated)	23%[115 µM]
COc1cccc(/C=C/C(=O)c2cc3cccc(OC)c3oc2=O)c1	-11%
CCOc1ccc(CNC(=O)Cc2ccc(NC(=O)N3CCCCc4ccccc43)cc2)cc1OC	4%
CN(C)[C@@H]1CN(C(=O)c2ccccc2OC(F)(F)F)C[C@H]1CO	-15%
Cc1ccc(C(=O)N2C[C@@H](COCC(N)=O)[C@H](c3ccncc3)C2)cc1	14%
COCCN1C(=O)CO[C@H]2CN(Cc3cnc4ccccc4c3)C[C@H]21	?
Cc1ccc(NC(=O)c2cccc(NC(=O)NC(C)C)c2)cc1Cl	13%
COC(CNC(=O)c1ccc(CS(=O)(=O)c2c(Cl)cccc2Cl)o1)OC	-12%
CC(=O)N(C[C@H]1O[C@@H](CC(=O)NC(C)C)[C@H](O)[C@@H]1O)C[C@H]1O[C@@H](CC(=O)NC(C)C)[C@H](O)[C@@H]1O	13%
O=C(N1CCC(c2nc(-c3ccccc3)no2)C1)C1(c2ccccc2)CC1 (configuration not stated)	9%
COC(=O)c1c(NC(=O)c2ccc(OC)cc2)c2cc(NC(C)CCn3cccn3)cnc2n1C (configuration not stated)	-6%
COc1cc(/C=N/NC(=O)CCC(=O)Nc2ccc(Br)cc2)ccc1O	12%
COc1ccc(NC(=O)N2C[C@@H]3C[C@H](C2)c2c(NC(=O)Nc4ccccc4)ccc(=O)n2C3)cc1	?
CC(NC(=O)C(c1ccccc1)c1ccccc1)c1ccc(S(N)(=O)=O)cc1 (configuration not stated)	-8%
O=C(Nc1cccc2ncccc12)C12CC3CC(CC(C3)C1)C2	3%
O=C(c1cccc(OC(F)F)c1)n1ccccc1=NC1CCCCC1	1%
CCCNC(=O)CC(c1ccc(OC)c(OC)c1)c1c[nH]c2c(CC)cccc12 (configuration not stated)	6%
O=C1CCN(S(=O)(=O)c2ccccc2)CCCC(C(=O)NCCc2ccncc2)CCN1 (configuration not stated)	25%
COc1ccc(C)cc1N(CC(=O)N1CCC(C)CC1)S(=O)(=O)c1ccc(C)cc1	-9%
Cc1ccc(-c2nc(CN3CCCC3c3ccsc3)co2)cc1 (configuration not stated)	-16%
COc1ccc(Br)c2c1-c1nc(NC(=O)c3ccccc3F)sc1C2	?
CC(O)c1cc2n(n1)CCN(Cc1ccc(CN(C)S(C)(=O)=O)o1)C2 (configuration not stated)	?
Cc1ccsc1C(=O)N1CCC2(CC1)NC(=O)N(c1cccc(F)c1)N2	15%
COC(=O)C1(C(=O)OC)CCC(=O)CC1c1ccccc1 (configuration not stated)	10%
COCCn1c(SCC(=O)c2ccc(OC)cc2)nc2cc(C(=O)NC3CCCC3)ccc2c1=O	6%
Fc1ccc(CCNC(=S)c2cccs2)cc1	5%
O=C(NC1CCC(O)CC1)c1ccc2c(c1)OCCN(c1ccccc1)C2 (configuration not stated)	-26%[86.2 µM]
Cc1ccc2c(c1)OC(c1ccc3c(c1)OCCO3)CC2=O (configuration not stated)	-7%
C#CC(C)(CC)NC(=O)Cc1ccccc1 (configuration not stated)	0%
CC(C)CCNC(=O)C1CCCN(C2CCN(CCc3ccccc3)CC2)C1 (configuration not stated)	35%[activator]
CCCS(=O)(=O)N1CCC2(CC1)CC(=O)N(Cc1cc(F)cc(F)c1)C2	-13%
Cc1noc(C)c1S(=O)(=O)NCCc1noc(-c2cccnc2)n1	-1%
COC[C@@H]1CN(C(=O)c2ccc(C#N)cc2)C[C@H]1C(N)=O	30%
Cc1cc(C(=O)N2CCC(Cc3nc(-c4cccnc4)n[nH]3)C2)nn1C (configuration not stated)	23%
CCN(CCCNC(=O)c1ccc(Sc2ccc(Cl)cc2)c(NC(C)=O)c1)c1cccc(C)c1	-24%
(listing goes on)
SMILES	KDM5B inh
CCN(C(=O)COC(=O)c1cccc2c(=O)c(C)c(-c3ccccc3)oc12)c1ccccc1	5%
Cc1c(NC(=O)c2ccc(S(=O)(=O)N(C)C)cc2)cccc1-n1cnnn1	21%
O=C1CCN(S(=O)(=O)c2ccccc2)CCCNCCN1	-27%
CCN(C(=O)CN1C(=O)C(c2ccccc2)=NC12CCCCC2)c1cccc(C)c1	-9%
CCOC(=O)C(NC(=O)/C=C/c1ccc(C)c(Cl)c1)C(=O)OCC	5%
Cc1cccc2c(C(=O)Nc3ccc(C(=O)N(C)C)cc3)cc(C3CC3)nc12	-12%
O=C(NCc1ccc(F)cc1)c1nc(-c2cc(Cl)cc(Cl)c2)c2ccccn12	i
CC(=O)CC(C)=Nc1ccccc1	-10%
N#C/C(=C/c1ccc(-c2ccccc2C#N)o1)c1nc2ccccc2[nH]1	-8%
CCOCCn1c(=O)n(Cc2cc(OC)ccn2)c2cc(C(=O)O)cnc21	6%
CCc1ccc(CNC(=O)CN2CCSc3ccccc32)cc1	-13%
COc1ccc(Cl)cc1NC(=O)CSc1nc(-c2cccs2)cc(C(F)(F)F)n1	?
COc1cccc2c1cc1c(=O)n(CC(=O)N3CCN(c4cccc(C(F)(F)F)c4)CC3)nc(C)n12	?
O=C(Nc1ccc(Oc2ccccc2)nc1)C1CCN(Cc2ccco2)CC1	-22%
Cc1cccc(C(=O)Nc2nnc(S(=O)(=O)N3c4ccccc4CC3C)s2)c1 (configuration not stated)	-9%
O=C(O)CNC(=O)c1cc(-c2ccccc2)nc2ccccc12	?
COc1ccc(-c2nn3c(CN4CCOCC4)nnc3s2)c(OC)c1	?
O=C(c1ccc2c(Cl)c3c(nc2c1)CCCC3)N1CCN(c2ccccc2F)CC1	5%
COc1cccc(NC(=O)CCc2c(C)c3ccc(C)cc3oc2=O)c1	4%
CC(C)c1noc(CN2CCN(C(=O)N3CCCCC3)CC2)n1	6%
Cc1ccc2sc(NC(=O)c3ccc4c(c3)OCCO4)nc2c1C	?
CN(C)CC1(O)CCC2(CCN(C(=O)c3[nH]nc4c3CCc3ccccc3-4)CC2)CC1	?
CC(C)NC(=O)O[C@@H]1CC[C@]2(C)C(CC[C@@H](O)[C@H]2CC(=O)NCc2ccc(F)cc2)[C@]1(C)CO (some centres not stated)	-19%
CC1(CCCCN2CCOCC2)COc2ccc(C(=O)Nc3ccccc3)cc2N1 (configuration not stated)	?
O=C(CN1C=NS(=O)(=O)c2ccccc21)Nc1ccc(F)cc1	7%
O=C(Nc1nccs1)c1ccc2c(c1)OCCN(C1CCC1)C2	-18%[86.2 µM]
O[C@H]1CN[C@H](c2nc(-c3ccc(OC(F)(F)F)cc3)no2)C1	66%[activator][86.2 µM]
COc1ccc(C2CC(=O)c3cc(-c4nc(-c5cccc([N+](=O)[O-])c5)cs4)c(=O)n(-c4ccc(OC)cc4)c3C2)cc1 (configuration not stated)	7%
CSc1cccc(NC(=O)Cn2c(N3CCOCC3)nc(C)cc2=O)c1	-11%
O=C(CCC1CCN(S(=O)(=O)c2ccccc2)CC1)NC1CCCC1	-4%
COc1cccc(CN2CCOCCNC(=O)[C@H]3CCCC[C@H]32)c1OC	-4%
CSc1nc(NCCCN(C)C)c2c3c(sc2n1)CN(C)CC3	?
CC1=C(C(=O)OCC(F)(F)C(F)(F)F)C(c2cc3c(cc2Br)OCO3)NC(=O)N1 (configuration not stated)	-20%
Cc1ccc(C(=O)N2CCCCC2C(=O)Nc2cccc(-c3nnc(C)s3)c2)cn1 (configuration not stated)	16%
CCn1c(=O)n(CC(=O)N(C)Cc2ccc(C)cc2C)c2ccccc21	2%
CCn1c(Cn2nnc(-c3ccccc3Cl)n2)nc2cc(S(=O)(=O)N3CCCCC3)ccc21	1%
COc1ccc(C(=O)N2CCC(N3C(=O)C(OCC4CC4)C34CCOCC4)CC2)cn1 (configuration not stated)	23%
COc1ccc(C2(C(=O)N3CCC(CC(=O)NC4CC4)C3)CC2)cc1 (configuration not stated)	-7%
CC(SCCCn1c(=O)c2c(ncn2C)n(C)c1=O)c1ccccc1Cl (configuration not stated)	-6%
Cc1cc(C)n2nc(C(=O)Nc3c(C)nn(Cc4ccc(F)cc4)c3C)cc2n1	-15%
COc1ccc2c(c1)c1c(c(=O)n(-c3cccc(C)c3)c(=O)n1CC(=O)Nc1c(C)cc(C)cc1C)n2C	?
CN1CCOc2c(C(=O)NCCC(N)=O)cc(-c3ccccc3OC(F)(F)F)cc21	40µM*
O=C1NC(c2ccccc2Br)=N/C1=C\c1ccco1	-7%
Cc1cc(N(C)C)n2nc(Cc3ccc(Cl)cc3)nc2n1	-7%
Cc1ccc(C(CNc2oc(C(C)(C)C)nc2C#N)N2CCOCC2)cc1 (configuration not stated)	-1%
CC(C)(C)NC(=S)NNC(=O)c1cccc(Br)c1	16%
Cc1ccc(-c2cnc(CCC(=O)NC(C)c3ccc(S(C)(=O)=O)cc3)o2)cc1C (configuration not stated)	16%
N#Cc1cccc(NC(=O)O[C@@H]2CO[C@H]3[C@@H]2OC[C@@H]3Nc2nccc(-c3cccc(C#N)c3)n2)c1	-24%
O=C(NC1CC1)C1CCN(CCCc2nc3ccccc3o2)CC1	8%
O=C(CC1(O)C(=O)N(CN2CCOCC2)c2ccccc21)c1ccc2ccccc2c1 (configuration not stated)	31%
CC(C)CN1C(=O)c2ccccc2C(C(=O)NC(C)C)C12CCCCC2 (configuration not stated)	-8%
Cc1ccccc1CN1C(=O)C2(c3ccccc31)N(c1ccccc1)C(=O)CS2(=O)=O (configuration not stated)	1%
COc1ccc(C2=C(C)C(Nc3cc(Cl)c(OC)cc3OC)=NS2(=O)=O)cc1	16%
CC(C)C1CCC(C)C(C2(C#N)C(N)=C(C=O)CC2(C#N)C#N)C1=O (configuration not stated)	?

Compounds above that have a Cl atom (16):
SMILES	KDM5B inh
CCOc1ccc(NC(=O)c2ccc(Cl)cc2Cl)c2cccnc12	6%
C/C(=N/NC(=O)CNC(=O)c1ccncc1)c1ccc(Cl)cc1	19%
COc1cc(/C=N/NC(=O)C(=O)NCC2CCCO2)cc(Cl)c1O (configuration not stated)	7%
O=C1CCC/C(=N/NC(=O)c2ccc(CSc3ccc(Cl)cc3)cc2)C1	-1%
Cc1ccc(NC(=O)c2ncn(-c3ccccc3)n2)c(Cl)c1	?
Cc1ccc(NC(=O)c2cccc(NC(=O)NC(C)C)c2)cc1Cl	13%
COC(CNC(=O)c1ccc(CS(=O)(=O)c2c(Cl)cccc2Cl)o1)OC	-12%
CCN(CCCNC(=O)c1ccc(Sc2ccc(Cl)cc2)c(NC(C)=O)c1)c1cccc(C)c1	-24%
CCOC(=O)C(NC(=O)/C=C/c1ccc(C)c(Cl)c1)C(=O)OCC	5%
O=C(NCc1ccc(F)cc1)c1nc(-c2cc(Cl)cc(Cl)c2)c2ccccn12	i
COc1ccc(Cl)cc1NC(=O)CSc1nc(-c2cccs2)cc(C(F)(F)F)n1	?
O=C(c1ccc2c(Cl)c3c(nc2c1)CCCC3)N1CCN(c2ccccc2F)CC1	5%
CCn1c(Cn2nnc(-c3ccccc3Cl)n2)nc2cc(S(=O)(=O)N3CCCCC3)ccc21	1%
CC(SCCCn1c(=O)c2c(ncn2C)n(C)c1=O)c1ccccc1Cl (configuration not stated)	-6%
Cc1cc(N(C)C)n2nc(Cc3ccc(Cl)cc3)nc2n1	-7%
COc1ccc(C2=C(C)C(Nc3cc(Cl)c(OC)cc3OC)=NS2(=O)=O)cc1	16%

Some of the entries so far, field by field:
SMILES: COc1ccc(C2=C(C)C(Nc3cc(Cl)c(OC)cc3OC)=NS2(=O)=O)cc1
  KDM5B inh: 16%

SMILES: CC(C)C1CCC(C)C(C2(C#N)C(N)=C(C=O)CC2(C#N)C#N)C1=O (configuration not stated)
  KDM5B inh: ?

Screening data from PubChem BioAssay.
